Assay outcomes (PubChem)
MCL1 BIM primary: inhibitors of MCL1 binding to BIM-BH3, primary screen, biochemical, fluorescence polarization; GST-MCL1 / FITC-Bim-BH3 fluorescence polarization; actives 0.68% (n = 320,000); AID 2057, 2009; inhibition, % at 10.9 µM;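 active means inhibition above the mean inhibition of all tested compounds plus 3 SD, set per campaign, cut at about 40% in these data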;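 further: 0% = DMSO wells and 100% = unlabeled Bim-BH3 peptide control; higher means more loss of mP so more displacement of Bim peptide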
CR mimetic SO: reduction of superoxide in aged yeast, primary screen, HTS | S. cerevisiae aged cells, superoxide DHE fluorescence; active compounds read low | superoxide response (% of plate mean), % at 10 µM | actives 0.18% (n = 330,000);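 active means superoxide response under a set limit, about three screen SD below normal, cut at about 65% in these data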;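 further: yeast aged for seven days with compound at 30 °C before DHE staining; 100% = average MFI of all compound-treated wells on the plate with controls excluded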
GLD-1 RNA inh: GLD-1/TGE RNA complex disruptors, primary screen, biochemical, fluorescence polarization; Female germline-specific tumor suppressor gld-1 (Caenorhabditis elegans), Q17339; purified GLD-1 + fluorescein TGE RNA; inhibition, % at 5.96 µM; actives 0.44% (n = 320,000); AID 2280, 2010;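 active means percent inhibition above a per-plate cutoff, the plate mean of test compounds plus 3 SD, cut at about 30% in these data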;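 further: 0% = DMSO wells with GLD-1 and probe and 100% = wells lacking GLD-1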
Target sequence (Q17339 whole entry, looked up): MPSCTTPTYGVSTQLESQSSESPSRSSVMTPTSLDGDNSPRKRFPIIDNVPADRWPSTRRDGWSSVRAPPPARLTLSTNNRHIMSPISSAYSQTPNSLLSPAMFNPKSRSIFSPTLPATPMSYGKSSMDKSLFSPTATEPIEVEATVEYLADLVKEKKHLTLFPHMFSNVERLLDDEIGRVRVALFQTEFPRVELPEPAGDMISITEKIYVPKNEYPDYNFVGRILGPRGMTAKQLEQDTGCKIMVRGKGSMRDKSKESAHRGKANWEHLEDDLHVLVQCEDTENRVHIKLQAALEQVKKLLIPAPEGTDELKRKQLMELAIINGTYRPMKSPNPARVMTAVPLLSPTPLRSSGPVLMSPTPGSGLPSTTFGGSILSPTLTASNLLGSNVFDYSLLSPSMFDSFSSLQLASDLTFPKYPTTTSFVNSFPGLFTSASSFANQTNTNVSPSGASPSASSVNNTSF
Bcl-xL primary: inhibitors of human Bcl-xL, primary screen, biochemical, fluorescence polarization, HTS; Bcl-2-like protein 1 (Homo sapiens), Q07817; GST-Bcl-xL / FITC-Bim BH3 peptide fluorescence polarization; inhibition, % at 10.9 µM; actives 0.7% (n = 320,000);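 active means inhibition above the mean of all tested compounds plus 3 SD, cutoff set per campaign, cut at about 30% in these data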;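 further: 0% = DMSO wells and 100% = unlabeled Bim-BH3 peptide competitor; inhibitors lower millipolarization by displacing the labeled peptide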
Target sequence (Q07817 whole entry, looked up): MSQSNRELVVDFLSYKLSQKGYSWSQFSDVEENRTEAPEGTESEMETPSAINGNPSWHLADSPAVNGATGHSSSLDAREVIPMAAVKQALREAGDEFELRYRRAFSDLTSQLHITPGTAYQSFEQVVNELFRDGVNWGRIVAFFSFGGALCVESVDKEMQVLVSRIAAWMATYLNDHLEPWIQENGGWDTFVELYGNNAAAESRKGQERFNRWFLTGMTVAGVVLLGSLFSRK
Efflux pump mplx: inhibitors of Candida efflux pumps in yeast, primary screen, S. cerevisiae, Nile Red, multiplex; AID 485275, 2010; actives 0.44% (n = 330,000); inhibition, % at 10 µM; S. cerevisiae Candida pump triplex;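 active means plate passing quality check with inhibition over a set limit, or well fluorescence over plate mean plus 4 SD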;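 further: Nile Red retained in pooled yeast measured as flow cytometry median fluorescence; 0% = buffer negative control and 100% = Enniatin B positive control; higher means more Nile Red kept so more efflux inhibition; some compounds called inactive have numbers as strong as hits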
MEX-5 binding: MEX-5 zinc finger RNA-binding disruptors – biochemical, C. elegans, fluorescence polarization, MLPCN library, primary screen; Zinc finger protein mex-5 (Caenorhabditis elegans), Q9XUB2; actives 0.38% (n = 300,000); activity score (negative = inhibition of binding), % at 10 µM; MEX-5/FITC-TCR2 RNA binding; active compounds read low; AID 1832, 2009;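 active means inhibition past about -25% in most replicates, and total fluorescence under double the plate's negative control median, limit read from the data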;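 further: 0% = DMSO and -100% = 5 µM competing unlabeled TCR2 RNA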
Fam108B inh: mouse Fam108B serine hydrolase inhibitors, primary screen, counter-screen for RBBP9 inhibitor project, biochemical, fluorescence polarization | recombinant Fam108B, FP-Rh probe fluorescence polarization | inhibition, % at 9.51 µM | actives 0.33% (n = 300,000);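 active means inhibition above the screen mean inhibition plus 3 SD, computed separately per campaign, cut at about 18% in these data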;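 further: inhibitors lower polarization as less probe binds the enzyme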
ZTA counter: blocks Epstein-Barr virus ZTA, an EBNA-1 counter-screen. P03206. ZTA-DNA binding, fluorescence polarization. inhibition, % at 11 µM. actives 0.15% (n = 320,000); in the data active means inhibition above about 33%
Target sequence (P03206 whole entry, looked up): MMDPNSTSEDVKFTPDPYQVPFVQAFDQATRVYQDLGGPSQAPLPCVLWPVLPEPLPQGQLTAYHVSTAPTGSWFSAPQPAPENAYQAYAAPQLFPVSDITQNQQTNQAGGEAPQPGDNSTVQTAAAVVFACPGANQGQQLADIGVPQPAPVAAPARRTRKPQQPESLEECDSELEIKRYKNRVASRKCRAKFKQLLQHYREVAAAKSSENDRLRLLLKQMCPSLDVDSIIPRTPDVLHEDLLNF
EBNA-1 inh: EBNA-1 DNA-binding inhibitors, primary screen, biochemical, fluorescence polarization; actives 0.34% (n = 300,000); inhibition, % at 14.8 µM; in the data active means inhibition above about 28%
Starred values were filed as active, the others as inactive; . = no result given.

cpd	Structure	MCL1 BIM primary	CR mimetic SO	GLD-1 RNA inh	Bcl-xL primary	Efflux pump mplx	MEX-5 binding	Fam108B inh	ZTA counter	EBNA-1 inh
1	O=C1c2ccccc2C(=O)N1CCN1CCOCC1	2	101	-3	3	-0.1	0.4	1	5	-4
2	O=C(Nc1ccccc1NC(=O)c1ccccc1Cl)c1ccccc1Cl	-11	87	-1	8	0.1	0.2	2	2	0
3	Cc1ccnc(N2C(=O)c3cccc4c([N+](=O)[O-])ccc(c34)C2=O)c1	103*	191	77*	88*	0.9*	-21	6	8	-4
4	COc1ccccc1C1NC(=O)NC(C)=C1C(C)=O (centres undefined)	5	112	2	4	-0.1	1.6	1	15	7
5	COC(=O)CSc1nc(NC(C)C)nc(N(C)C)n1	0	87	6	0	0.0	2.0	-1	-15	-1
6	O=C(c1ccco1)N1CCN(Cc2cccnc2)CC1	5	109	9	6	0.1	-2.0	1	8	3
7	CCOCCCNC(=S)N1CCC(NC(=O)C2CCCCC2)CC1	6	103	7	2	0.0	4.6	-1	5	-4
8	COCCN(CC(=O)Nc1cccc(C)c1C)C(=O)CN1C(=O)NC2(CCCCC2)C1=O	-8	107	-2	-6	-0.3	.	.	-9	.
9	COc1ccc(NC(=O)C2CC(=O)OC23CCOC(C)(C)C3)cc1 (centres undefined)	5	85	-4	5	-0.7	2.6	0	-3	-6
10	Cc1ccc(S(=O)(=O)N[C@H](C(=O)N2CCC(C(=O)NCC(=O)O)CC2)C(C)C)cc1	5	110	5	3	0.0	0.5	4	-8	-5
11	O=S(=O)(c1ccccc1)N1CCN(C2CCCCCCC2)CC1	3	77	5	1	0.0	0.8	0	-7	4
12	CC(C)(C)OC(=O)NCc1ccc(NC(=O)c2nc[nH]c2C(=O)N[C@@H](Cc2ccccc2)C(=O)OC(C)(C)C)cc1	10	98	8	3	0.1	2.2	-48	-2	-7
13	CCOC(=O)N1CCN(C(=O)COc2cc(=O)n(CC)c3ccccc23)CC1	6	98	5	5	-0.1	3.4	1	-27	4
14	CC1=NN(c2ccccc2)C(=O)/C1=C/c1c(C)[nH]n(-c2ccc(C)cc2)c1=O	7	82	-2	7	-0.1	-0.5	4	-4	2
15	COc1ccc(N(CC(=O)NCc2ccc(F)cc2)C(=O)CCC(=O)Nc2nccs2)cc1	-5	115	8	-4	0.3	-0.2	3	2	-10
16	CCOC(=O)N/N=C/c1ccccc1OCc1ccc(Cl)cc1	2	91	-2	4	-0.4	3.0	2	3	2
17	O=c1[nH]c2ccc(S(=O)(=O)N3CCCCC3)cc2o1	-1	93	9	6	-0.4	-8.9	5	-6	5
18	Cc1ccc(S(=O)(=O)/C=C/c2ccccc2)cc1	-1	111	4	3	0.0	-0.4	-4	5	4
19	O=C(CN(C(=O)CCC(=O)Nc1nccs1)c1ccc(F)cc1)NCc1ccc(F)cc1	-3	96	4	5	0.0	2.8	1	-9	1
20	CCn1c(SCC(=O)Nc2cc(C)on2)nnc1-c1ccc(S(=O)(=O)N2CCCC2)cc1	-7	104	2	2	-0.1	2.6	-3	-8	0
21	CC(=O)Nc1ccc(S(=O)(=O)NCCCCNS(=O)(=O)c2ccc(NC(C)=O)cc2)cc1	1	124	-4	1	0.0	0.5	0	21	12
22	COc1ccc(NC(=O)Nc2cccc3ccccc23)cc1OC	4	105	7	2	-0.1	0.2	-1	-10	4
23	CCCC(=O)Nc1sc(Cc2ccccc2)c(C)c1C(N)=O	4	93	1	4	0.1	0.6	5	-4	3
24	O=C(NC(=S)Nc1nc2c(s1)CCCC2)c1ccccc1	5	102	8	5	-0.2	1.4	-1	-15	3
25	COc1ccc(Cl)cc1NC(=O)CN(C)C(=O)CN1C(=O)NC2(CCCC2)C1=O	-16	96	-9	-15	0.1	0.2	-5	-9	-17
26	CC1=C(C(=O)Nc2ccc(C)cn2)C(c2cnn(C)c2)C2=C(CCCC2=O)N1 (centres undefined)	9	92	2	3	0.0	-5.1	6	-7	3
27	CCOP(=O)(OCC)C(Nc1ccc(OC)cc1)c1ccco1 (centres undefined)	8	113	2	7	0.0	1.2	-1	7	-4
28	CCC(SC1=Nc2ccccc2C2=NC(CC(C)C)C(=O)N12)C(=O)Nc1ccc2c(c1)OCO2 (centres undefined)	13	102	5	10	0.3	-0.4	0	12	-27
29	CC(C)C(C)N(Cc1ccc(C(=O)O)cc1)C(=O)c1ccc2ccccc2n1 (centres undefined)	2	91	5	7	-0.1	0.0	-1	6	1
30	Cc1cc(Cl)nc(-c2ccccc2)n1	-1	125	-6	2	-0.1	1.2	1	-5	9
31	C#Cc1cccc(C(=O)N2CCCC(CCC(=O)NCc3ccccc3F)C2)c1 (centres undefined)	1	91	1	3	-0.1	1.9	2	-9	2
32	O=C(Cc1ccc(NS(=O)(=O)c2ccc(F)cc2)cc1)NCc1ccccc1	4	98	2	4	0.1	-3.3	2	0	5
33	O=S(=O)(Nc1ncn[nH]1)c1ccc(Cl)cc1	5	100	1	-2	-0.1	2.6	2	-12	8
34	COc1ccc2c(c1)C(c1cccs1)=NNC(c1cccnc1)=N2	10	110	-3	4	0.3	2.9	2	25	-14
35	COc1cc2c(cc1[N+](=O)[O-])n(C(C)C)c(=O)n2C(C)C	9	117	7	4	0.0	-0.7	6	6	-1
36	O=C(NC1=NCCS1)c1ccc(Cl)c(S(=O)(=O)N2CCCCC2)c1	0	104	2	-1	0.1	-2.0	0	9	13
37	COc1ccccc1CNC(=O)c1cc(C2CC2)nc2c1cnn2C(C)C	-3	95	2	-5	0.0	.	.	0	.
38	O=C(Nc1ccccc1C(=O)N1CCCCC1)C1CCCCC1	4	84	0	3	-0.2	-0.5	0	5	3
39	Cn1nc(-c2ccccc2)c(/C=N/O)c1Cl	0	102	1	9	-0.1	-1.7	-6	4	-4
40	Cc1cccc(Cn2cnc3c(nnn3Cc3ccccc3F)c2=O)c1	-4	111	-4	-3	0.1	-0.9	2	6	-2
41	O=C(c1ccc(Br)cc1)C1CCc2occc2C1=O (centres undefined)	6	103	8	6	0.1	1.9	-3	-8	-8
42	CCOC(=O)N1CCC(N2CCN(S(=O)(=O)CC)CC2)CC1	-5	105	2	1	0.3	3.1	1	-8	-6
43	O=C(NCC(c1cccs1)N1CCOCC1)c1ccccc1NS(=O)(=O)c1ccc(Br)cc1 (centres undefined)	0	118	-2	4	-1.0	2.8	-2	1	5
44	CCc1cc(=O)oc2cc(C)cc(OCC(=O)N3CCC[C@@H]3C(=O)O)c12	2	114	8	5	0.1	0.1	-3	1	-8
45	Cc1ccc(S(=O)(=O)N(CCC(=O)NCc2ccccc2F)c2ccccc2)cc1	7	112	-8	2	0.4	.	.	-1	.
46	O=c1nc(N2CCOCC2)nc2n1CCO2	7	101	-2	-3	-0.1	2.0	1	15	11
47	COc1ccccc1N(CC(=O)NCc1ccccc1C)S(=O)(=O)c1ccc(C)cc1	-6	108	3	-1	0.1	1.8	-2	-9	2
48	COc1ccc([N+](=O)[O-])cc1Nc1ncnc2ccccc12	-2	99	3	-3	0.0	-0.2	0	7	7
49	CC(=O)NC(NC(=S)Nc1cccc(Br)c1)C(Cl)(Cl)Cl (centres undefined)	2	92	2	5	0.0	-1.8	4	14	-4
50	CC(C)(C)NS(=O)(=O)c1ccc2c(c1)oc(=O)c1cc(S(=O)(=O)NC(C)(C)C)ccc12	0	122	9	3	-0.1	-2.2	2	-4	11

New compounds follow
cpd	Structure	MCL1 BIM primary	CR mimetic SO	GLD-1 RNA inh	Bcl-xL primary	Efflux pump mplx	MEX-5 binding	Fam108B inh	ZTA counter	EBNA-1 inh
51	O=C(COC(=O)/C=C/c1cccc(F)c1)NC1CCCC1	0	105	3	-1	0.1	.	.	9	.
52	O=C(N/N=C/c1cccs1)/C(=C/c1ccccc1)NC(=O)c1ccccc1	5	99	1	3	0.0	1.9	2	-4	-3
53	CCCOc1ccc(CNC(=S)Nc2ccccc2)cc1Cl	42*	100	5	7	0.0	1.9	1	-1	0
54	O=C1CCC(C(=O)NCc2ccccc2)N1 (centres undefined)	18	90	-5	7	0.0	0.3	3	-6	0
55	Cc1ccccc1C(=O)NCC(=O)OCCCOC(=O)CNC(=O)c1ccccc1C	-11	69	7	-2	-0.1	2.2	-2	-18	-6
56	CCCCn1c(N)c(N(CCOC)C(=O)CSc2ccc([N+](=O)[O-])cc2)c(=O)[nH]c1=O	-13	96	11	4	-0.3	.	.	-12	.
57	O=C(NC1CC(=O)c2sccc21)c1cccc(C(F)(F)F)c1 (centres undefined)	-7	113	2	0	0.2	-1.8	-3	-2	-8
58	NC(=O)C1=C[C@@H](c2ccccc2)C[C@@H](OCc2ccc(CO)cc2)O1	-2	103	10	-1	0.0	0.0	-4	8	-6
59	Cc1cc(=O)c2c(C)ccc(C)c2[nH]1	9	95	-8	5	-0.1	0.7	4	-13	-2
60	Cc1ccc(CNc2ccc(N3CCOCC3)c(C(=O)O)c2)s1	5	104	6	5	0.2	-2.1	-1	-8	-9
61	O=C(COc1ccccc1[N+](=O)[O-])NNC(=O)Nc1cccc2ccccc12	15	100	5	7	0.1	-1.1	0	-5	5
62	COc1cccc(CC(=O)N2CCN(S(=O)(=O)c3ccc(Br)cc3)CC2)c1	-2	108	-2	-2	-0.1	-4.0	-4	-10	-2
63	NS(=O)(=O)c1ccc(NS(=O)(=O)c2ccc3c(c2)OCCO3)cc1	-3	106	0	2	0.0	-1.2	-2	-16	3
64	CCOC(=O)C1CCN(C(=O)c2ccccc2NS(=O)(=O)c2ccccc2)CC1	-4	93	2	1	0.1	-2.3	3	4	4
65	CCCCCCCCOC(=O)c1c(CSC(=N)N)n(C)c2cc(Br)c(OC(C)=O)cc12	4	100	8	4	-0.1	2.0	-4	13	2
66	O=C(Nc1ccc(Cl)c(S(=O)(=O)N2CCCCC2)c1)C1=COCCO1	-23	134	2	-11	0.1	-1.1	-3	-2	-3
67	CC(C)Oc1ccc(Br)cc1C(=O)N/N=C/c1c[nH]c2ccccc12	5	93	4	4	0.0	0.8	11	2	-4
68	CC1Cc2ccccc2N1C(=O)CSc1nc(-c2ccccc2)cs1 (centres undefined)	2	123	1	4	0.0	1.4	0	10	13
69	COc1cccc(NC(=O)CCc2nnc3ccc(N4CCC(C)CC4)nn23)c1	4	98	7	-2	0.1	1.4	-2	-4	-2
70	CC(C)CC(=O)Nc1cccc(-c2csc(-c3ccccc3)n2)c1	7	80	2	3	-0.1	2.2	-31	-1	10
71	Cn1nnnc1SCC(=O)Nc1ccccc1C(=O)NC1CC1	4	102	4	0	0.0	-1.0	2	-6	4
72	CCCCNS(=O)(=O)C1CCS(=O)(=O)C1 (centres undefined)	7	94	9	5	-0.2	-3.0	2	-14	7
73	C=CCn1c(-c2c(C)nc3cc(C)ccn23)n[nH]c1=S	0	71	5	2	-0.2	0.7	2	-7	-3
74	Cc1ccc(CN(Cc2cc3cc(C)ccc3[nH]c2=O)C(=O)N2CCOCC2)cc1	6	96	1	0	0.0	2.3	0	0	2

In a second layout: results already given.
Each structure is followed by: MCL1 BIM primary	CR mimetic SO	GLD-1 RNA inh	Bcl-xL primary	Efflux pump mplx	MEX-5 binding	Fam108B inh	ZTA counter	EBNA-1 inh
56	CCCCn1c(N)c(N(CCOC)C(=O)CSc2ccc([N+](=O)[O-])cc2)c(=O)[nH]c1=O
  -13	96	11	4	-0.3	.	.	-12	.
61	O=C(COc1ccccc1[N+](=O)[O-])NNC(=O)Nc1cccc2ccccc12
  15	100	5	7	0.1	-1.1	0	-5	5
